M1 antagonist – antagonists of rat M1 muscarinic receptor | CHO-M1 cells, Fluo-4 calcium, ACh EC80 antagonist mode; active compounds read low | AID 628, 2007 | B-score at 10 µM | 64,000 compounds, 3.4% hits | Muscarinic acetylcholine receptor M1 (Rattus norvegicus), P08482;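 active = calcium fluorescence response, raw or row-and-column corrected B-score, differing from the plate sample mean either way at a set confidence level, mostly lower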
Target sequence (P08482 whole entry, looked up): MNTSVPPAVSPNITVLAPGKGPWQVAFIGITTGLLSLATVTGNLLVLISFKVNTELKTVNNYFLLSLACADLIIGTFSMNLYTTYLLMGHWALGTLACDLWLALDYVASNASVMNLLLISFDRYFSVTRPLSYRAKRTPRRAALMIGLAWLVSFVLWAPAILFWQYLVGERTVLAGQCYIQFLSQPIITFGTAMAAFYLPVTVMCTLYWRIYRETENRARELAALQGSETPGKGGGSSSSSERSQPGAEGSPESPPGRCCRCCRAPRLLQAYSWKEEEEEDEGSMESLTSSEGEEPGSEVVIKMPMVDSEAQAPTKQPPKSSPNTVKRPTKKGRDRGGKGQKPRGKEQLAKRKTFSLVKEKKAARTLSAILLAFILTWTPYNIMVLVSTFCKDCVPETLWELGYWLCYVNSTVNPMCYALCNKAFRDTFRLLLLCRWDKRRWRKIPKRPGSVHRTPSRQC
Her2 expr inh – inhibitors of Her2 protein expression, primary screen, SKBR-3 cells, AlphaScreen, 66K library. HER2 level % of control, % at 10 µM. SKBR-3 HER2 protein level, 18-24 h; active compounds read low. 65,000 compounds, 0.69% hits;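 active = HER2 level under 5% of the carrier-only control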;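 also: 100% = DMSO carrier and 0% = 500 nM PU-H71 HSP90 inhibitor; lower value means stronger loss of Her2 protein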
HEK293 NFkB inh – inhibitors of PMA/ionomycin-induced NF-kB reporter, primary screen, antigen receptor NF-kB inhibitor project, cell-based, HEK-293 luciferase reporter, luminescence. 62,000 compounds, 0.21% hits. HEK-293 NF-kB luciferase reporter. inhibition, % at 3 µM. AID 465, 2006;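 active = inhibition above the mean of all tested compounds plus 3 SD, cut at about 40% in these data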;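 also: 0% = stimulated DMSO wells and 100% = 10 µM reference inhibitor 5653914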
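System – HEK-293 cells with stable firefly luciferase reporter driven by four HIV NF-kB elements · Doses – one dose, 3 µM · Schedule – 1 h compound pre-incubation, 16 h PMA/ionomycin at 37 °C · Technique – luminescence from luciferase substrate reagent · Measure – percent inhibition normalized per plate to DMSO and reference-inhibitor controls · Replicates – tested once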
Jurkat viability – cytotoxicity toward Jurkat T cells, primary screen, cytotoxicity control, cell-based, Jurkat E6.1, 60K MLSMR library | Jurkat E6.1 viability, ATP luminescence, 48 h | inhibition, % at 4 µM | 56,000 compounds, 1.2% hits | AID 463, 2006;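 active = inhibition above the mean inhibition of all tested compounds plus 3 SD, cut at about 28% in these data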
5HT1E ag – 5-HT1E receptor agonists, primary screen, cell-based, HTS; 5-hydroxytryptamine receptor 1E (Homo sapiens), P28566; CHO 5-HT1E Ga15 NFAT-bla reporter, FRET; 0% DMSO wells, 100% control agonist wells; activation, % at 6 µM; 65,000 compounds, 0.69% hits;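 active = activation above a set limit, the screen-wide mean activation plus 3 SD, cut at about 8.5% in these data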;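 also: 100% = positive control agonist at 1 µM giving full maximal response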
Target sequence (P28566 whole entry, looked up): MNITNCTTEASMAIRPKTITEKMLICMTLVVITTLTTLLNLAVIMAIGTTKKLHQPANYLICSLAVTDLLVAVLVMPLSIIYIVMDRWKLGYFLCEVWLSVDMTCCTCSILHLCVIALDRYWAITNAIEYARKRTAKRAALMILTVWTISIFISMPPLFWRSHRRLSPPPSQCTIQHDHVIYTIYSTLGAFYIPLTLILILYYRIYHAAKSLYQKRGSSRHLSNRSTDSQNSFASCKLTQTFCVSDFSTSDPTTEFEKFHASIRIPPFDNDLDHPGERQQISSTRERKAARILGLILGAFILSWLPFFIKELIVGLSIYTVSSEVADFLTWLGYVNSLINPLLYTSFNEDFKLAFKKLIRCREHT
HTR1E antagonist – 5-HT1E receptor antagonists, primary screen, cell-based, HTS | 5-hydroxytryptamine receptor 1E (Homo sapiens), P28566 | CHO 5-HT1E Ga15 NFAT-bla reporter, FRET, antagonist | inhibition, % at 6 µM | 65,000 compounds, 0.99% hits | AID 571, 2007;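 active = inhibition above a set limit, the mean inhibition across every tested compound plus 3 SD, cut at about 29% in these data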;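 also: signal is the 460 over 535 nm emission ratio of beta-lactamase substrate; 0% = agonist plus DMSO wells and 100% = wells without agonist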
S1P3 agonist – human S1P3 receptor agonists, primary screen, cell-based, primary and confirmation, NFAT-BLA reporter; AID 373, 2006; activation, % at 4.5 µM; S1P3 NFAT-BLA reporter cells, agonism, FRET ratio; relative to 1 µM S1P, basal subtracted; 60,000 compounds, 0.1% hits;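 active = activation above the screen-wide mean plus 3 SD, cut at about 4.5% in these data, passing the limit was not always enough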; also: some compounds called inactive have numbers as strong as hits
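Material: Human S1P3 NFAT-BLA reporter CHO cells | Incubation: Overnight plating, 4 h compound 37 °C, 2 h substrate RT | Signal: FRET β-lactamase substrate fluorescence, excitation 405 nm, 460/535 nm emission ratio, background-subtracted | Compound: 4.5 µM final, single dose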
S1P1 ag-PAM – S1P1 agonists and agonism potentiators, primary screen, cell-based, primary and confirmation screens, CRE-bla reporter; S1P1 CRE-bla cells, forskolin, beta-lactamase FRET, potentiator mode; S1P1 agonist co-added at EC20, 2 nM; 100% = saturating reference agonist, 0% = basal; activation, % at 9.5 µM; 56,000 compounds, 0.57% hits;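 active = activation above a cutoff set at the mean activation of all tested compounds plus 3 SD, cut at about 54% in these data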;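 also: forskolin at 4 µM as EC80 and the EC20 agonist is SEW2871; 100% = SEW2871 at its EC100 plus forskolin at EC80; some compounds past the cut are filed as inactive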
M1 agonist – M1 muscarinic receptor agonists, primary screen, CHO-M1 cells, Fluo-4 calcium, agonist mode; Muscarinic acetylcholine receptor M1; Fluo-4 calcium fluorescence; active compounds read high; B-score at 10 µM; 64,000 compounds, 3% hits; AID 626, 2007;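 active = fluorescence rise, raw or as B-score row- and column-corrected plate score, outside the 99.7% band of its plate's samples, either direction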
Active calls of the source: *.

Results for CC12CCC(C(N)=O)(c3nc4ccccc4nc31)C2(C)C (centres undefined) ?
M1 antagonist: 0.48; Her2 expr inh: 96; HEK293 NFkB inh: 19; Jurkat viability: 6; 5HT1E ag: -0.4; HTR1E antagonist: 10; S1P3 agonist: -0.1; S1P1 ag-PAM: -5; M1 agonist: 0.021

How did CC1CCN(S(=O)(=O)c2ccc(S(=O)(=O)NCC(=O)C(C)(C)C)cc2)CC1 do in these assays?
M1 antagonist: -0.26; Her2 expr inh: 95; HEK293 NFkB inh: 13; Jurkat viability: 5; 5HT1E ag: -0.3; HTR1E antagonist: 3; S1P3 agonist: -1.2; S1P1 ag-PAM: -14; M1 agonist: 0.11

How did COC(=O)CNC(=O)COC(=O)c1cc(Cl)cc(Cl)c1N do in these assays?
M1 antagonist: -0.51; Her2 expr inh: 117; HEK293 NFkB inh: 14; Jurkat viability: 1; 5HT1E ag: -0.4; HTR1E antagonist: -5; S1P3 agonist: -0.6; S1P1 ag-PAM: 7; M1 agonist: 1.3

How did COc1cc(C(=O)Nc2ccc3c(c2)OCCO3)ccc1-n1cnnn1 do in these assays?
M1 antagonist: 0.82; Her2 expr inh: 95; HEK293 NFkB inh: -3; Jurkat viability: 8; 5HT1E ag: -0.2; HTR1E antagonist: 6; S1P3 agonist: 0.7; S1P1 ag-PAM: 2; M1 agonist: -0.2

How did CCNc1nc(NC(C)(C)C)nc(N(CC)n2cnnc2)n1 do in these assays?
M1 antagonist: -0.99; Her2 expr inh: 70; HEK293 NFkB inh: 6; Jurkat viability: -6; 5HT1E ag: 2.5; HTR1E antagonist: 3; S1P3 agonist: -0.2; S1P1 ag-PAM: 1; M1 agonist: -0.39

How did CCCCCSc1nnc2c(n1)OC(c1cccn1C)N(C(C)=O)c1ccccc1-2 (centres undefined) do in these assays?
M1 antagonist: -1.2; Her2 expr inh: 72; HEK293 NFkB inh: 0; Jurkat viability: -1; 5HT1E ag: -0.8; HTR1E antagonist: 6; S1P3 agonist: 0.3; S1P1 ag-PAM: 9; M1 agonist: 0.59

How did CCCn1c2ccccc2c2nc3ccccc3nc21 do in these assays?
M1 antagonist: 0.41; Her2 expr inh: 94; HEK293 NFkB inh: 0; Jurkat viability: -1; 5HT1E ag: 0.1; HTR1E antagonist: 23; S1P3 agonist: 0.8; S1P1 ag-PAM: -87; M1 agonist: 1.1

What do the screens show for `O=C(O)CCNS(=O)(=O)c1ccccc1`?
M1 antagonist: 0.96; Her2 expr inh: 89; HEK293 NFkB inh: 14; Jurkat viability: -1; 5HT1E ag: -1.2; HTR1E antagonist: 16; S1P3 agonist: -0.8; S1P1 ag-PAM: 5; M1 agonist: 0.39

Results for O=C(O)C1C2C=CC(C2)C1C(=O)Nc1cccc(F)c1 (centres undefined) ?
M1 antagonist: 0.45; HEK293 NFkB inh: 17; Jurkat viability: -10; 5HT1E ag: -0.5; HTR1E antagonist: 0; S1P3 agonist: -0.1; S1P1 ag-PAM: 12; M1 agonist: -0.03

How did COc1ccc2c(c1OC)C(=O)OC2Nn1cncn1 (centres undefined) do in these assays?
M1 antagonist: 1; Her2 expr inh: 94; HEK293 NFkB inh: 26; Jurkat viability: -5; 5HT1E ag: 0.2; HTR1E antagonist: -5; S1P3 agonist: -0.5; S1P1 ag-PAM: -15; M1 agonist: 0.47

What do the screens show for `COc1ccc(-c2cn3cccnc3n2)cc1NC(=O)C1CCCC1`?
M1 antagonist: -0.38; Her2 expr inh: 110; HEK293 NFkB inh: 1; 5HT1E ag: -1.5; HTR1E antagonist: 3; M1 agonist: -0.38

How did CCCN(CCC)CCNC(=O)Cn1cnc2sc(C)c(S(=O)(=O)N3CCOCC3)c2c1=O do in these assays?
M1 antagonist: 0; Her2 expr inh: 192; HEK293 NFkB inh: 16; 5HT1E ag: 0.2; HTR1E antagonist: -8; M1 agonist: -0.21

Results for Cc1nnc(SCCn2c(N3CCC(Cc4ccccc4)CC3)nc3c2c(=O)[nH]c(=O)n3C)s1 ?
M1 antagonist: -0.76; Her2 expr inh: 109; HEK293 NFkB inh: 5; 5HT1E ag: 0.8; HTR1E antagonist: -7; M1 agonist: -0.62

What do the screens show for `CCOC(=O)c1ccc(NC(=O)CSc2nnc(-c3cccs3)n2C)cc1`?
M1 antagonist: 0.92; Her2 expr inh: 82; HEK293 NFkB inh: 3; Jurkat viability: -5; 5HT1E ag: 0.9; HTR1E antagonist: 7; S1P3 agonist: -0.3; S1P1 ag-PAM: -6; M1 agonist: -0.22

How did O=C(CN1CCC(n2nnc3cc(C(F)(F)F)ccc32)CC1)N1CCc2ccccc21 do in these assays?
M1 antagonist: 0.21; Her2 expr inh: 90; HEK293 NFkB inh: 9; Jurkat viability: 1; 5HT1E ag: -0.8; HTR1E antagonist: -12; S1P3 agonist: -1.0; S1P1 ag-PAM: 6; M1 agonist: 0.05

Results for Cc1ccc(S(=O)(=O)N2CCCC(C(=O)O)C2)s1 (centres undefined) ?
M1 antagonist: 0.13; Her2 expr inh: 110; HEK293 NFkB inh: 22; Jurkat viability: -6; 5HT1E ag: -0.6; HTR1E antagonist: 3; S1P3 agonist: -0.7; S1P1 ag-PAM: -11; M1 agonist: -0.057

Results for CCCc1nc2ccccc2c(=O)n1NC(=O)c1c(O)c2cccc3c2n(c1=O)CCC3 ?
M1 antagonist: -0.42; Her2 expr inh: 40; HEK293 NFkB inh: 8; Jurkat viability: -3; 5HT1E ag: 0.7; HTR1E antagonist: -6; S1P3 agonist: -0.3; S1P1 ag-PAM: -19; M1 agonist: -1.4

How did CCN1CCN(CC(O)COc2ccc(C(C)=O)cc2)CC1 (centres undefined) do in these assays?
M1 antagonist: -0.0022; Her2 expr inh: 86; HEK293 NFkB inh: 5; Jurkat viability: -5; 5HT1E ag: 0.8; HTR1E antagonist: -9; S1P3 agonist: -1.1; S1P1 ag-PAM: 2; M1 agonist: -1.4

How did O=S(=O)(Nc1ccc(N2CCCCC2)cc1)c1cccc2cccnc12 do in these assays?
M1 antagonist: -0.43; Her2 expr inh: 82; HEK293 NFkB inh: 12; Jurkat viability: 1; 5HT1E ag: 1.0; HTR1E antagonist: -9; S1P3 agonist: -0.1; S1P1 ag-PAM: -40; M1 agonist: -0.07

Results for COc1ccc(N2C(=O)CC(N3CCC(C(N)=O)CC3)C2=O)cc1 (centres undefined) ?
M1 antagonist: -0.21; Her2 expr inh: 103; HEK293 NFkB inh: 18; Jurkat viability: -10; 5HT1E ag: 0.1; HTR1E antagonist: -19; S1P3 agonist: 0.1; S1P1 ag-PAM: 9; M1 agonist: -0.051

How did CN(C)CCNc1nc2c(c(=O)[nH]c(=O)n2C)n1CC(O)COc1ccc(Cl)cc1 (centres undefined) do in these assays?
M1 antagonist: 0.71; Her2 expr inh: 78; HEK293 NFkB inh: 10; Jurkat viability: -2; 5HT1E ag: -0.9; HTR1E antagonist: 0; S1P3 agonist: -0.7; S1P1 ag-PAM: 27; M1 agonist: -0.51

Results for C=CCN1C(=O)CS/C1=N/c1nccs1 ?
M1 antagonist: 0.019; Her2 expr inh: 100; HEK293 NFkB inh: 10; Jurkat viability: 7; 5HT1E ag: -0.6; HTR1E antagonist: 13; S1P3 agonist: -0.8; S1P1 ag-PAM: 11; M1 agonist: -0.46

How did CCOC(=O)Cn1c(C(=O)OCC)cc2sccc21 do in these assays?
M1 antagonist: 0.56; Her2 expr inh: 76; HEK293 NFkB inh: 7; Jurkat viability: 3; 5HT1E ag: 0.1; HTR1E antagonist: 0; S1P3 agonist: -0.7; S1P1 ag-PAM: -2; M1 agonist: 0.86

Results for CCOC(=O)N1CCC(NC(=O)C2CCCN(c3nc4ccccc4o3)C2)CC1 (centres undefined) ?
M1 antagonist: 0.028; Her2 expr inh: 67; HEK293 NFkB inh: 9; Jurkat viability: 1; 5HT1E ag: 0.1; HTR1E antagonist: -7; S1P3 agonist: 1.1; S1P1 ag-PAM: 18; M1 agonist: 0.57

Brought forward from above: two compounds, followed by the next part.
How did CCOC(=O)Cn1c(C(=O)OCC)cc2sccc21 do in these assays?
M1 antagonist: 0.56; Her2 expr inh: 76; HEK293 NFkB inh: 7; Jurkat viability: 3; 5HT1E ag: 0.1; HTR1E antagonist: 0; S1P3 agonist: -0.7; S1P1 ag-PAM: -2; M1 agonist: 0.86

Results for CCOC(=O)N1CCC(NC(=O)C2CCCN(c3nc4ccccc4o3)C2)CC1 (centres undefined) ?
M1 antagonist: 0.028; Her2 expr inh: 67; HEK293 NFkB inh: 9; Jurkat viability: 1; 5HT1E ag: 0.1; HTR1E antagonist: -7; S1P3 agonist: 1.1; S1P1 ag-PAM: 18; M1 agonist: 0.57

Results for Nc1nc(-c2ccco2)nn1C(=O)c1cccnc1 ?
M1 antagonist: 0.24; Her2 expr inh: 65; HEK293 NFkB inh: 12; Jurkat viability: -3; 5HT1E ag: -0.4; HTR1E antagonist: -13; S1P3 agonist: -0.2; S1P1 ag-PAM: -17; M1 agonist: 0.29

How did CC(C)(C)NC(=O)C(c1ccncc1)N(C(=O)c1csnn1)C1CC1 (centres undefined) do in these assays?
M1 antagonist: 0.41; Her2 expr inh: 115; HEK293 NFkB inh: 18; Jurkat viability: -3; 5HT1E ag: -0.6; HTR1E antagonist: -1; S1P3 agonist: -0.6; S1P1 ag-PAM: -10; M1 agonist: 0.0032

What do the screens show for `COc1ccccc1N1CCN(C(c2cc3ccc(C)cc3[nH]c2=O)c2nnnn2C2CCCC2)CC1` (centres undefined)?
M1 antagonist: 1.3; Her2 expr inh: 158; HEK293 NFkB inh: 16; Jurkat viability: -4; 5HT1E ag: 0.2; HTR1E antagonist: 0; S1P3 agonist: -0.4; S1P1 ag-PAM: -35; M1 agonist: -2.5*

Results for CCSc1nnc(N(CCC#N)CCC#N)s1 ?
M1 antagonist: 0.97; Her2 expr inh: 91; 5HT1E ag: -0.5; HTR1E antagonist: 0; S1P3 agonist: -1.2; S1P1 ag-PAM: 24; M1 agonist: 1.4

Results for COc1ccc(C2c3c(oc4ccccc4c3=O)C(=O)N2c2ccc(C)cn2)cc1OC (centres undefined) ?
M1 antagonist: 0.16; Her2 expr inh: 110; HEK293 NFkB inh: -7; Jurkat viability: -5; 5HT1E ag: 0.6; HTR1E antagonist: 8; S1P3 agonist: -0.3; S1P1 ag-PAM: -28; M1 agonist: -0.31

What do the screens show for `C=CCN(c1ccccc1)S(=O)(=O)c1ccc2c(c1)oc(=O)n2C`?
M1 antagonist: -1.9; Her2 expr inh: 107; HEK293 NFkB inh: 5; Jurkat viability: 3; 5HT1E ag: 0.8; HTR1E antagonist: -12; S1P3 agonist: 1.4; S1P1 ag-PAM: 8; M1 agonist: -2

Source: PubChem BioAssay (several laboratories)
